LDHA block: qHTS assay for inhibitors of human lactate dehydrogenase | 480,000 compounds, 0.15% hits | purified LDHA, NADH/diaphorase-resazurin fluorescence; stronger effect = lower value | L-lactate dehydrogenase A chain (Homo sapiens), P00338 | activity change, % (values are at about 110 or 230 µM); in the data active = activity change below about -30%;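 also: plate controls were DMSO wells for no effect and wells without enzyme for full effect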
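Resorufin fluorescence (ex540/em590), read at 0 and 20 min after diaphorase/resazurin addition, reports the NADH left after a 5 min room-temperature reaction of 2 nM human LDH5 with 0.06 mM NADH and 0.2 mM pyruvate.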
Starred values were filed as active, the others as inactive. These rows are one share of the data; count on the stated rates, not on these rows.

A first look, two compounds:
`O=C(NCCc1cccnc1)C12CC3CC(CC(C3)C1)C2` gave LDHA block 10.
`COc1ccc(C(CNC(=O)c2ccc(C#N)cc2)N2CCOCC2)cc1OC` (configuration not stated) gave LDHA block -20.

The list itself, from the first entry:
`O=C(NCCc1cccnc1)C12CC3CC(CC(C3)C1)C2` gave LDHA block 10.
`COc1ccc(C(CNC(=O)c2ccc(C#N)cc2)N2CCOCC2)cc1OC` (configuration not stated) gave LDHA block -20.
For O=C(Cn1nc(-c2cccc([N+](=O)[O-])c2)c2ccccc2c1=O)Nc1ccc(F)cc1 the results were LDHA block 35.
Screening Cc1ccc(C2=C(O)C(=O)N(Cc3ccccn3)C2c2ccccc2)cc1 (configuration not stated) returned LDHA block 13.
Screening COc1ccc(C2C(C#N)=C(N)Oc3n[nH]c(C)c32)cc1COc1cc(C)c(Cl)c(C)c1 (configuration not stated) returned LDHA block 6.
O=C(CSc1nc2c(c(=O)n1CCc1ccccc1)SCC2)Nc1cccc2ccccc12 was read as LDHA block -8.
CC(=O)N1CCc2cc(S(=O)(=O)Nc3ccc4c(c3)CCN4S(C)(=O)=O)ccc21 was read as LDHA block -6.
`Cc1ccc(N/N=C/C=C/c2ccccc2[N+](=O)[O-])c(C)c1` gave LDHA block 6.
Screening CN(C)CCCn1c(=O)n(C)c(=O)c2[nH]cnc21 returned LDHA block -12.
`Cc1ccc2c(=O)cc(C(=O)N(Cc3ccccc3)Cc3ccco3)oc2c1` gave LDHA block 3.
For COc1cc(/C=C2\Oc3cc(OS(=O)(=O)c4ccc(C)cc4)ccc3C2=O)cc(OC)c1OC the results were LDHA block 7.
`CN(C)C(=S)SCC(=O)NCCNC(=O)CSC(=S)N(C)C` gave LDHA block 1.
Screening Cc1ccc(NC(=O)C2=Cc3cc(Cl)ccc3OC=C2)cc1 returned LDHA block 1.
For CCOC(=O)CCc1cc(F)c(S(=O)(=O)N2CCN(S(=O)(=O)c3ccc4c(c3)OCCO4)CC2)cc1F the results were LDHA block -9.
COc1cc(C(=O)Nc2ccccc2)nc2ccc(Cl)cc12 was read as LDHA block -10.

Ordered by heavy-atom count (largest number first): some entries from above.
For CCOC(=O)CCc1cc(F)c(S(=O)(=O)N2CCN(S(=O)(=O)c3ccc4c(c3)OCCO4)CC2)cc1F the results were LDHA block -9.
Screening COc1ccc(C2C(C#N)=C(N)Oc3n[nH]c(C)c32)cc1COc1cc(C)c(Cl)c(C)c1 (configuration not stated) returned LDHA block 6.
`COc1ccc(C(CNC(=O)c2ccc(C#N)cc2)N2CCOCC2)cc1OC` (configuration not stated) gave LDHA block -20.
Screening Cc1ccc(C2=C(O)C(=O)N(Cc3ccccn3)C2c2ccccc2)cc1 (configuration not stated) returned LDHA block 13.
Screening Cc1ccc(NC(=O)C2=Cc3cc(Cl)ccc3OC=C2)cc1 returned LDHA block 1.
`O=C(NCCc1cccnc1)C12CC3CC(CC(C3)C1)C2` gave LDHA block 10.
Screening CN(C)CCCn1c(=O)n(C)c(=O)c2[nH]cnc21 returned LDHA block -12.

(more compounds)
Screening Cc1ccc(C(=O)NC(NC(C)C)C(Cl)(Cl)Cl)cc1 (configuration not stated) returned LDHA block 3.
CC1CN(C)C(C)(C)CC1O (configuration not stated) was read as LDHA block 9.
`CCOc1ccc(S(=O)(=O)N(CC(=O)Nc2cccc(C)c2)c2ccccc2)cc1` gave LDHA block -34*.
Cc1cc(NC(=O)COC(=O)c2nn(C(C)C)c(=O)c3ccccc23)no1 was read as LDHA block 0.
Screening Cc1ccccc1C(=O)NCCc1csc(-c2cccc(F)c2)n1 returned LDHA block 13.
`CN(CC(=O)N1CCN(c2oc(-c3ccco3)nc2C#N)CC1)Cc1cccc(Cl)c1Cl` gave LDHA block 0.
`O=C(c1cc2ccccc2oc1=O)N(Cc1ccc(Cl)cc1)C1CCS(=O)(=O)C1` (configuration not stated) gave LDHA block 9.
Cc1ccc(C)c(/C(O)=C2\C(=O)C(=O)N(c3nnc(C)s3)C2c2ccccc2)c1 (configuration not stated) was read as LDHA block 11.
CC(NC(=O)c1[nH]c2ccccc2c1Cl)c1cccc(F)c1 (configuration not stated) was read as LDHA block 4.
`COCCNC(=O)CCn1nc(-c2ccccc2)c2ccccc2c1=O` gave LDHA block 7.
For CN(C)S(=O)(=O)c1cccc(Nc2nc(CN3CCOCC3)nc3sc4c(c23)CCCC4)c1 the results were LDHA block 15.
CC(=O)Nc1ccc(NC(=O)Cn2cnc3c2c(=O)n(C)c(=O)n3C)cc1 was read as LDHA block 11.
`CN(C)CCCNc1oc(-c2ccccc2F)nc1C#N` gave LDHA block -2.
Cn1c(=O)[nH]c(=O)c2c1nc(N1CCN(CC(N)=O)CC1)n2Cc1ccc(Cl)c(Cl)c1 was read as LDHA block -1.
N#Cc1ccc(CSc2ccc3c(c2)OCCCO3)cc1 was read as LDHA block 1.

Looked up one by one from the list above, four records:
`CN(CC(=O)N1CCN(c2oc(-c3ccco3)nc2C#N)CC1)Cc1cccc(Cl)c1Cl` gave LDHA block 0.
`O=C(c1cc2ccccc2oc1=O)N(Cc1ccc(Cl)cc1)C1CCS(=O)(=O)C1` (configuration not stated) gave LDHA block 9.
Screening Cc1ccccc1C(=O)NCCc1csc(-c2cccc(F)c2)n1 returned LDHA block 13.
CC1CN(C)C(C)(C)CC1O (configuration not stated) was read as LDHA block 9.

New compounds follow:
For CCc1nc2sc3c(NC4CCCCC4)ncnc3c2c2c1COC(C)(C)C2 the results were LDHA block -14.
For CC(C)NC(=O)C1(C)CSCC(=O)N1Cc1cccc(C(F)(F)F)c1 (configuration not stated) the results were LDHA block -6.
O=C(Nc1ccccc1Cl)C1CCCN(c2ncnc3nc[nH]c23)C1 (configuration not stated) was read as LDHA block 3.
Screening CC(OC(=O)c1cc(-c2ccc(F)cc2)nc2ccccc12)C(N)=O (configuration not stated) returned LDHA block 4.
For CCN(CC)C(=O)c1sc(NC(C)=O)c(C#N)c1C the results were LDHA block 13.
Screening Cc1ccc(C(=O)NCC(C)C)cc1N returned LDHA block 2.
O=C(c1ccccc1O)N(Cc1ccco1)Cc1ccco1 was read as LDHA block 9.
`Cc1cccc(C(=O)Nc2sc3c(c2C(N)=O)CCCCC3)c1` gave LDHA block -6.
CC(C)COc1ccc(C(=O)Nc2nonc2-c2ccc(OC(C)C)cc2)cc1 was read as LDHA block -30*.
Screening O=C(CN1C(=O)NC(Cc2c[nH]c3ccccc23)C1=O)Nc1c(F)cccc1F (configuration not stated) returned LDHA block -5.
For COc1ccc(C(=O)Nc2cccc(-c3nc4ccccc4o3)c2C)cc1[N+](=O)[O-] the results were LDHA block 2.
Screening CCOc1ccc(C(=O)c2ccc(Cl)cc2)cc1 returned LDHA block 6.
For COc1cc(C(=O)NCc2coc(-c3cccs3)n2)cc(OC)c1Br the results were LDHA block 6.
Screening COc1ccc(NC(=O)COc2ccccc2Cl)c2cccnc12 returned LDHA block 4.
For COc1ccccc1/C=C1\Oc2cc(OS(=O)(=O)c3ccccc3)ccc2C1=O the results were LDHA block 1.
Screening CCCCc1ccc(C(=O)Oc2ccc(C(C)=O)cc2)cc1 returned LDHA block 5.
`CCc1ccccc1NS(=O)(=O)c1c(C(=O)N2CCOCC2)c(C)n(C)c1C` gave LDHA block -10.
Screening COc1ccc(Cl)cc1NC(=O)CN(C)C(=O)c1cc(=O)c2cc(C)ccc2o1 returned LDHA block 11.
COc1ccc(OC)c(CCNC(=O)c2ccc(N3C(=O)CCS3(=O)=O)cc2)c1 was read as LDHA block -17.
`COc1ccc(S(=O)(=O)Nc2nc3ccccc3nc2Nc2cc(C)ccc2C)cc1` gave LDHA block 0.
Screening O=C(/C=C/c1ccc2ccccc2n1)NCc1ccccc1 returned LDHA block 3.
Screening CCSC1=N/C(=C\c2cccc3ccccc23)C(=O)S1 returned LDHA block 4.
Cc1ccc(C(C)C)c(OC2(c3ccccc3)OC(=O)c3ccccc32)c1 (configuration not stated) was read as LDHA block 9.
COc1cc(OC)cc(C2=Cc3ccccc3C(CC(C)=O)N2c2ccc(-c3cncnc3)cc2)c1 (configuration not stated) was read as LDHA block 9.
For COC(=O)[C@@]12C[C@@H](CC(=O)NCCCCc3ccccc3)C(=O)N(Cc3ccco3)C1=CCC(C)(C)C2 the results were LDHA block 2.
Screening CCC(C(=O)NC1CCCC1)n1c(-c2cc3ccccc3[nH]2)nc2ccccc21 (configuration not stated) returned LDHA block -9.
`COCCn1c(SCc2ccc(Br)cc2)nnc1-c1cccc(C)c1` gave LDHA block 2.
Screening Cc1ccc(NC(=O)C2CCN(C(=O)N3CCOc4ccccc43)CC2)c(Cl)c1 returned LDHA block 6.
CN(C(=O)c1cn(C)c2ccccc12)C1CCS(=O)(=O)C1 (configuration not stated) was read as LDHA block 4.
For Cc1ccc(C(=O)NCC(=O)NCCc2c[nH]c3ccccc23)cc1 the results were LDHA block -2.
COc1ccc(-c2c(C)oc3cc(OS(C)(=O)=O)ccc3c2=O)cc1OC was read as LDHA block 7.
`O=c1c(-c2ccccc2)nc2ccccc2n1C(c1ccccn1)c1nc2ccccc2[nH]1` (configuration not stated) gave LDHA block 15.
Screening CN(C)S(=O)(=O)c1ccc(N2CCOCC2)c(C(=O)N2CCCc3ccccc32)c1 returned LDHA block -3.
Cc1ccccc1-c1nnc(SCC(=O)c2ccc(C#N)cc2)n1C was read as LDHA block -7.
For COc1ccccc1N1CCN(c2nc(-c3cccnc3)nc3ccccc23)CC1 the results were LDHA block 9.
`CC(C)C(=O)Nc1ccc(NC(=O)c2nccnc2N)cc1` gave LDHA block 0.
For Cc1nn(CC(=O)N(C(C)C)C(C)C)c(C)c1S(=O)(=O)NC(C)(C)C the results were LDHA block -11.
`CC1(C)CN=C(SCc2ccc(C#N)cc2)NC1` gave LDHA block -6.
For Cn1c(=O)c2c(ncn2CC(=O)N(CCc2cccs2)Cc2cccs2)n(C)c1=O the results were LDHA block -3.
Screening NC(=S)Nc1ccc(S(N)(=O)=O)cc1 returned LDHA block 4.
Screening COc1cccc(OC)c1C(=O)Nc1c(NC2CCCCC2)c2ccccc2oc1=O returned LDHA block 4.
Screening CCCC(=O)Nc1ccc(-c2nc(N)sc2C)cc1 returned LDHA block -6.
O=C(CCc1ncc(-c2ccc(F)cc2)o1)Nc1ccncc1 was read as LDHA block -2.
`c1ccc(SCc2nnc3sc(-c4ccccn4)nn23)cc1` gave LDHA block 13.
`Cc1ccccc1CN(C)C(C(=O)NC1CC1)c1ccc(F)cc1` (configuration not stated) gave LDHA block 5.
For CC(C)n1c(SCc2ccc(F)cc2)nc2c1c(=O)n(C)c(=O)n2C the results were LDHA block -8.
For C=CCSC1=N/C(=C\c2cccc(OC)c2)C(=O)S1 the results were LDHA block -8.
For COC(=O)c1c(C)[nH]c(C(=O)C(C)Nc2cc(OC)cc(OC)c2)c1C (configuration not stated) the results were LDHA block -5.
CCc1ccc(CCC(=O)NC2CC3CCC2C3)cc1 (configuration not stated) was read as LDHA block -6.
Cc1c(C(=O)N2CCC(c3nc4ccccc4o3)CC2)oc2ccccc12 was read as LDHA block 3.
Screening COc1cc(NC(=O)c2ccc3ccccc3n2)cc(OC)c1OC returned LDHA block 10.
`CN(C)c1ccc([N+](=O)[O-])cc1` gave LDHA block 5.
`CCOC(=O)C12CCC(C(=O)O)(CC1)CC2` gave LDHA block 11.
Screening O=C(CCl)NCC12CC3CC(CC(C3)C1)C2 returned LDHA block 2.
`CCCCn1c(=O)[nH]c(=O)c2c1nc(CSc1n[nH]c(C)n1)n2CC` gave LDHA block -1.
COc1ccc2cc(C(=O)NC3CCN(C(C)=O)CC3)[nH]c2c1 was read as LDHA block 5.
Cc1ccc(Cl)c(OCC(=O)Nc2sc3c(c2C(=O)N2CCOCC2)CCCC3)c1 was read as LDHA block 6.
Screening CCCOc1ccc(C(C)NC(=O)c2ccc(C)nc2)cc1OC (configuration not stated) returned LDHA block 31.
CCN(C(=O)CN(C)C(c1cccc(F)c1)c1ccccn1)C1CC1 (configuration not stated) was read as LDHA block -4.
COc1ccc(C(=O)N(Cc2nc3nc(C)cc(=O)n3[nH]2)c2ccc(C)cc2)cc1 was read as LDHA block 0.

Already shown: an excerpt of the list.
For CC(C)n1c(SCc2ccc(F)cc2)nc2c1c(=O)n(C)c(=O)n2C the results were LDHA block -8.
For C=CCSC1=N/C(=C\c2cccc(OC)c2)C(=O)S1 the results were LDHA block -8.

(cont.)
For CCCc1noc(CN2CCN(c3oc(-c4ccco4)nc3C#N)CC2)n1 the results were LDHA block 4.
Screening COc1ccc(OC)c(CNCc2c(C(=O)O)c(C)n(Cc3c(C)cc(C)cc3C)c2C)c1 returned LDHA block 5.
For COc1cc(NC(=O)c2ncoc2-c2cccc(Cl)c2)cc(OC)c1 the results were LDHA block -1.
COc1ccccc1C(=O)N1CCN(c2nc3nc(C)ccc3o2)CC1 was read as LDHA block 2.
`C=CCn1c(-n2nc(C)c(C)c2C)nc2c1c(=O)n(CCN1CCCCC1)c(=O)n2C` gave LDHA block 3.
Cc1nc2cc(NC(C)C(=O)Nc3ccccc3C#N)ccc2o1 (configuration not stated) was read as LDHA block 22.
`CCc1nnsc1C(=O)NC(C)c1cccc(OC(C)C)c1` (configuration not stated) gave LDHA block 5.
`CCC(NC(=O)NC12CC3CC(CC(C3)C1)C2)c1ccc(Cl)cc1` (configuration not stated) gave LDHA block 9.
For O=C(Nc1ccccc1F)N1CCN(c2ccc(Cl)cc2)CC1 the results were LDHA block 8.
For O=C(Nc1ccc2oc(-c3ccccc3)cc(=O)c2c1)c1ccccc1 the results were LDHA block -2.
`CC(O)c1ccc(-c2ccc(CNC3CCCCC3)o2)cc1` (configuration not stated) gave LDHA block 2.
O=C(CCc1ncc(-c2ccc(F)cc2)o1)N1CCN(S(=O)(=O)c2cccc(Cl)c2)CC1 was read as LDHA block 0.
For C/C=C/Cn1c(NCC)nc2c1c(=O)[nH]c(=O)n2C the results were LDHA block 2.
CCCCCCn1cc(CN2CC(N3CCN(CCO)CC3)CS2(=O)=O)nn1 (configuration not stated) was read as LDHA block 1.
`CC(=O)Nc1ccc2oc(-c3ccccc3C)nc2c1` gave LDHA block 17.
